Screens as filed in PubChem.
esBAF inh: inhibitors of esBAF chromatin remodeling in mouse ES cells | reporter increase, % at 12.5 µM | Bmi1-luciferase knock-in reporter, 24 h; 100% = twice the neutral-well signal | actives 2% (n = 350,000); in the data active means activation above about 40%; inconclusive means no clear call, values can overlap the other calls;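 further: 0% = median of the plate's neutral control wells and 100% = double that signal; a rise in the Bmi1 reporter signal indicates esBAF inhibition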
S100A4 inh HTS: blocks human S100A4 binding to myosin IIA peptide | actives 0.14% (n = 360,000) | P26447 | inhibition, % at 10.7 µM | S100A4/TAMRA-MyoIIA peptide fluorescence polarization;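 active means mean inhibition of at least 70% across replicates, with every replicate also reaching that level; inconclusive means mean inhibition reaches 70% but some replicates fall short; inactive means mean inhibition below 70%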
Target sequence (P26447 whole entry, looked up): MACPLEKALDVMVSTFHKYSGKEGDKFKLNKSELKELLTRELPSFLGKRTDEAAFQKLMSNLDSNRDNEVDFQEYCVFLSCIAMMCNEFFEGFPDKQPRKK
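Assay system: human S100A4 monomer with TAMRA-labelled myosin IIA peptide / Buffer or medium: Calcium-containing HEPES buffer, pH 7.2 / Reagent: TAMRA-labelled myosin IIA heavy-chain peptide probe, 5 nM / Compound: one dose per compound / Timing: polarization read 5 min after assay mix addition, stable 5–60 min / Benchmarks: neutral control DMSO, positive control TFP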
RAD54 inh: RAD54 (human) branch migration inhibition. inhibition, % at 10.4 µM. RAD54 Holliday junction branch migration, FAM/BHQ fluorescence. Q92698. actives 0.14% (n = 360,000);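 active means mean normalized replicate activity at least 40 and at least half of replicates scoring 40 or more; inconclusive means only one of the two criteria met; inactive means mean below 40 and under half of replicates reaching 40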;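 further: 0% = median of neutral control wells and 100% = median of positive control wells; inhibitors cause a drop in the FAM fluorescence signal; in these data hits start at about 50%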
Target sequence (Q92698 whole entry, looked up): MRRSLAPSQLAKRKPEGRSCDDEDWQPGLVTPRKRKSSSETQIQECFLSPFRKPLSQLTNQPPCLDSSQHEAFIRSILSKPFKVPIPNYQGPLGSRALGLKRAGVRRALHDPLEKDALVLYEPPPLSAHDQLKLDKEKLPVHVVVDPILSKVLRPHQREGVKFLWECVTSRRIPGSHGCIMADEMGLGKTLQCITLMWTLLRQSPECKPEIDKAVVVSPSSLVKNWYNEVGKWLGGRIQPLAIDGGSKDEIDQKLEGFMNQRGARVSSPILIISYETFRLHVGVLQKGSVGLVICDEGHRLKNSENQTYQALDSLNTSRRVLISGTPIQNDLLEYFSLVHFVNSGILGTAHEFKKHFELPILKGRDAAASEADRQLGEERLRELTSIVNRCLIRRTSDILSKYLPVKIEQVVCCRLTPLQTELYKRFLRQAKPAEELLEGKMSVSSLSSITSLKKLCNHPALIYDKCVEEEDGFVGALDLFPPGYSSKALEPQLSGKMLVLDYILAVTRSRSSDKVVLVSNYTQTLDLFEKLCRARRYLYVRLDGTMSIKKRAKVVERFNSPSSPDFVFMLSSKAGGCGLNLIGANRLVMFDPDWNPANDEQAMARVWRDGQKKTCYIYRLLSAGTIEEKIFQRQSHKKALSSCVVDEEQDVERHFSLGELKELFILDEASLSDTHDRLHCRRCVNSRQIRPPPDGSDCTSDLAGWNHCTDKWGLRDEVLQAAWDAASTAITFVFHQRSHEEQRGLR
RAD52 anneal inh: blocks human RAD52 DNA annealing; AID 651710; recombinant RAD52 DNA annealing, FRET fluorescence; actives 0.46% (n = 360,000); inhibition, % at 18.7 µM; P43351;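 active means every replicate showing at least 50% inhibition; inconclusive means mean inhibition at least 50% but not in every replicate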
ERp5 inh: inhibitors of human ERp5 | Q15084 | ERp5 insulin aggregation, absorbance 650 nm, 90 min | inhibition, % at 9.99 µM | actives 0.05% (n = 350,000) | AID 651711;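 active means mean replicate inhibition above about 25%, with every replicate also reaching it, limit read from the data, passing the limit was not always enough; inconclusive means only one of those two criteria met; inactive means neither criterion met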
XiGFP reactiv: X-chromosome reactivation activator; XiGFP mouse fibroblasts, % GFP-positive cells imaging, 3 d; cells co-treated with 5-aza-dC sensitizer; scaled so ellipticine positive control = 100%; activation, % at 7.58 µM; actives 0.055% (n = 360,000);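 active means mean normalized replicate activation at least 10% and every replicate at or above 10%; inconclusive means only one of the two criteria met; inactive means mean below 10% and not all replicates reach 10%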;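 further: 0% = median of on-plate neutral control wells and 100% = ellipticine 6 µM median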
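assay system = SV40-immortalized XiGFP fibroblast cells, line 68-5-11 | buffer or medium = DMEM plus 5-aza-dC sensitizer | doses = single-point pinned compound dosing | times = 3-day compound exposure, then 15 min fixation at room temperature | benchmarks = positive control ellipticine, 6 µM final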
ERAP1 inh: inhibitors of human ERAP1 aminopeptidase; recombinant ERAP1, Leu-AMC fluorescence, 60 min; inhibition, % at 10.7 µM; actives 0.15% (n = 340,000); AID 652197;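 active means mean replicate inhibition of at least 30%, or all replicates individually reaching that 30% level; inactive means mean below 30% and not every replicate reaching it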;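 further: 0% = neutral control wells and 100% = L-leucinethiol positive control wells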
E-sel inducer: induces E-selectin expression in human endothelial cells. AID 686992. HUVEC E-selectin immunofluorescence imaging; normalized: neutral wells 0, TNF-alpha wells 100. actives 0.37% (n = 260,000). activation, % at 7.58 µM;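 active means mean E-selectin-positive cell signal at least 10% of the positive control, reached in at least 60% of replicates, without over 20% cell loss; inconclusive means no rule given, readout overlaps actives, possibly toxicity-flagged; inactive means the rest, including those meeting only one limit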;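 further: in these data hits start at about 27%; measured in HUVEC primary endothelial cells; signal is the percent of cells scored E-selectin positive by PE staining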
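Test system: HUVEC; input: 3,000 HUVEC/well; measured by: immunofluorescence imaging; read-out: % PE-positive cells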
* marks the source's active call; other numbers are inactive results; ? = inconclusive; · = not tested or not shown.

SMILES	esBAF inh	S100A4 inh HTS	RAD54 inh	RAD52 anneal inh	ERp5 inh	XiGFP reactiv	ERAP1 inh	E-sel inducer
Cc1cc(NC(=O)c2ccccc2F)on1	22	-2	3	-4	1	0.0	-8	·
CSc1ncc(Cl)c(C(=O)Nc2cc(C)ccc2C)n1	-13	9	-2	-8	4	0.2	-8	0.2
CNC[C@H]1Oc2c(N)cccc2C(=O)N([C@H](C)CO)C[C@@H]1C	6	8	-2	1	-1	0.2	5	-0.2
CCOC(=O)[C@H]1[C@H]2COc3cc(OC)ccc3[C@@H]2N2C(=O)N(c3cccc(F)c3)C(=O)[C@@]12C	-2	-4	-4	-6	3	0.0	0	-0.1
C[C@@H]1CN([C@@H](C)CO)C(=O)c2cc(NC(=O)Nc3ccc(C(F)(F)F)cc3)ccc2O[C@H]1CN(C)C(=O)Nc1ccc(F)cc1	-2	9	0	11	-1	-0.7	4	0.6
Cc1ccc(Cn2c(SCC(=O)N/N=C/c3ccccc3OCC(=O)O)nc3ccccc32)cc1	-7	-5	8	-11	3	0.0	2	·
COc1cccc(CN2CCNC(=O)C2CC(=O)N(C)C2CCCCC2)c1OC (stereo unspecified)	7	-3	-5	-17	1	0.3	2	-1.4
CC(OC(=O)CCOc1ccccc1)C(=O)Nc1ccc(Cl)cn1 (stereo unspecified)	·	-3	-3	5	1	0.1	0	1.9
CC(C)NC(=O)N1C[C@H]2[C@@H](c3ccccc31)[C@@H](CO)N2C(=O)c1ccc(F)cc1	-2	-5	12	-3	-1	0.6	-1	0.0
Clc1cccc(OCc2nnc(-c3ccccc3Br)o2)c1	31	-4	0	-12	0	0.0	3	·
O=C(NC[C@@H]1[C@@H](c2ccccc2)[C@H](CO)N1C(=O)C1CCC1)NC1CCCC1	2	·	2	·	·	0.3	·	0.3
CN(C)C(=O)C[C@@H]1CC[C@@H]2[C@H](COC[C@H](O)CN2Cc2nccs2)O1	-1	1	2	-15	3	0.9	0	-0.1
CN1C[C@@H]2[C@H](c3ccccc31)[C@H](CO)N2C(=O)c1ccccn1	?	2	-5	-19	5	0.4	·	0.6
CN1C(=O)C(C)(C)c2cc(S(=O)(=O)N3CCC(C(=O)NCc4ccccc4Cl)CC3)ccc21	-9	1	-7	-8	-4	0.0	2	-0.4
C[C@@H](O)C#Cc1cnc2c(c1)C(=O)N([C@@H](C)CO)C[C@H](C)[C@H](CN(C)C(=O)CN1CCOCC1)O2	-4	12	0	-7	-6	0.7	2	·
NCCCCC(=O)O	9	9	-4	-6	-2	-0.1	1	-2.2
COc1ccc(N(CC(=O)NCC2CCCO2)C(=O)CCC(=O)Nc2nccs2)c(OC)c1 (stereo unspecified)	0	-4	3	0	3	0.1	-1	·
O=C(O)c1cccc2c1C(=O)c1cccc3snc-2c13	-3	4	-7	-14	5	0.2	-19	0.4
COc1ccc(S(=O)(=O)N[C@H]2C=C[C@@H](CC(=O)NCCc3ccncc3)O[C@@H]2CO)cc1	1	-29	4	2	2	-0.2	·	-0.3
CCOCCc1nnc(NC(=O)C2CCN(C(=O)c3ccco3)CC2)s1	-4	0	8	-5	0	0.2	1	·
COc1cccc(-c2cc(C(=O)NC3CCCC3)c3ccccc3n2)c1	1	-4	-1	-14	0	-0.1	-1	0.0
COc1ccc(Oc2c(OC)cc([N+](=O)[O-])c3ncccc23)cc1	-7	8	0	-16	-6	0.1	-1	-1.2
CCC(=O)Nc1ccc2c(c1)OC[C@@H](C)N(C(=O)CC1CC1)C[C@@H](C)[C@H](OC)CN(C)C2=O	-5	-8	4	12	1	0.4	1	-0.2
OC[C@@H]1[C@@H](c2ccccc2)C2(CN(CCC(F)(F)F)C2)N1Cc1cccnc1	·	2	·	-13	-3	0.4	-2	0.1
C[C@H](CO)N1C[C@H](C)[C@@H](CN(C)Cc2ccncc2)OCc2ccccc2-c2c(n(C)c3ccccc23)C1=O	-6	3	1	11	3	0.2	-2	-0.5

2 compounds drawn at random from the list so far, as already listed:
SMILES	esBAF inh	S100A4 inh HTS	RAD54 inh	RAD52 anneal inh	ERp5 inh	XiGFP reactiv	ERAP1 inh	E-sel inducer
O=C(NC[C@@H]1[C@@H](c2ccccc2)[C@H](CO)N1C(=O)C1CCC1)NC1CCCC1	2	·	2	·	·	0.3	·	0.3
Cc1ccc(Cn2c(SCC(=O)N/N=C/c3ccccc3OCC(=O)O)nc3ccccc32)cc1	-7	-5	8	-11	3	0.0	2	·

Next part
SMILES	esBAF inh	S100A4 inh HTS	RAD54 inh	RAD52 anneal inh	ERp5 inh	XiGFP reactiv	ERAP1 inh	E-sel inducer
COC(=O)c1c(C(=O)OC)c(-c2ccc(F)cc2)n2c1CS(=O)(=O)C2	·	-5	·	-7	2	0.3	3	0.3
CC(C)C(OC(=O)c1nsc(Cl)c1Cl)C(=O)NC1CCCCC1 (stereo unspecified)	-1	8	-2	-7	0	0.3	-1	·
C[C@@H]1CCCCO[C@H](CN(C)S(=O)(=O)c2ccc(Cl)cc2)[C@@H](C)CN([C@@H](C)CO)C(=O)c2cc(NC(=O)CCC(F)(F)F)ccc2O1	0	3	4	10	5	0.1	-2	0.0
COc1ccc(N2CCN(C(=O)c3cn(Cc4ccccc4)nc3-c3cccnc3)CC2)cc1	4	4	3	-17	5	0.2	-1	0.5
O=C(c1ccccc1)c1ccc2cc(O)ccc2c1	55*	-2	·	-13	-2	-0.1	1	·
C[C@H]1CN([C@@H](C)CO)C(=O)c2cc(NS(=O)(=O)c3ccc(Cl)cc3)ccc2O[C@@H]1CN(C)C(=O)Nc1ccc(F)cc1	-3	15	2	17	3	-1.0	-3	1.7
COc1ccc(NC(=O)Nc2cnccn2)cc1	·	-3	0	-3	1	0.0	15	0.2
Cc1nc2ccccn2c1C(=O)NCc1cccnc1	-4	2	-1	-12	-3	·	0	·
O=c1[nH]nnc2c1cnn2-c1ccccc1	·	-6	·	1	1	0.3	-1	0.2
CC(C)C#Cc1ccc([C@@H]2[C@@H](CO)N3CCCCN(CC4CC4)C[C@H]23)cc1	·	-8	12	9	-4	0.3	1	-0.2
C[C@H](CO)N1C[C@H](C)[C@@H](CN(C)C(=O)Nc2ccccc2)Oc2ccc(NC(=O)NC3CCCCC3)cc2CC1=O	2	11	9	9	2	0.2	3	1.1
CCc1cc2c(COC(=O)CCNS(=O)(=O)c3cccc(C(F)(F)F)c3)cc(=O)oc2cc1O	4	-3	-16	-25	0	-0.1	-24	1.3
CCC(=O)N(C)C[C@H]1Oc2ncc(-c3ccc(C)cc3)cc2C(=O)N([C@H](C)CO)C[C@H]1C	-14	2	-1	11	-4	-0.9	4	0.5
C[C@@H](CO)NC(=O)c1[nH]cnc1C(=O)Nc1cccc(Cl)c1	-5	-7	-8	-12	-3	-0.1	4	0.4
Cc1cccc(Cc2cnc(NC(=O)C3=NCCN3)s2)c1	-2	-22	·	-17	5	0.1	0	2.2
CCCC/C(O)=C1\C(=O)CC(C)(C)CC1=Nc1ccc(N)cc1	·	-1	·	-14	-3	-0.2	5	·
CN(C)S(=O)(=O)c1ccc(C(=O)NCC2(N3CCCCC3)CCCCC2)cc1	-4	8	7	-16	4	-0.1	2	1.1
CN(Cc1nc(-c2ccccc2)no1)C1CCOCC1	31	2	-2	-17	2	0.0	1	-0.1
C[C@H](CO)N1C[C@H](C)[C@H](CN(C)Cc2ccccc2)Oc2ncc(C#CCc3ccccc3)cc2C1=O	·	3	·	37	3	0.2	-2	-0.1
O=C(C[C@H]1C[C@H]2c3cc(NC(=O)NC4CCCC4)ccc3O[C@H]2[C@H](CO)O1)NCc1ccccc1	-1	-2	-4	5	1	0.0	-4	-0.1
O=C(Cc1cccnc1)N1CC(=O)N2[C@H](CO)[C@@H](c3ccc(C4=CCCCC4)cc3)[C@H]2C1	·	13	·	11	7	0.0	-1	0.6
COc1cccc(CN2CCN(C3CSCCSC3)CC2CCO)c1 (stereo unspecified)	-1	0	-4	-18	-1	-0.1	-1	3.4
O=C(c1ccc(F)cc1)N1CCN(C(=O)c2ccc([N+](=O)[O-])cc2)CC1	·	6	·	-17	2	0.0	1	-0.2
C[C@H]1CCCCO[C@H](CN(C)Cc2ccccc2)[C@@H](C)CN([C@@H](C)CO)C(=O)c2cc(NC(=O)NC3CCCCC3)ccc2O1	-6	-15	-1	24	0	-1.0	0	-0.1
CCOC(=O)C1CCCN(C(=O)c2ccc3nc(-c4ccccc4)c(-c4ccccc4)nc3c2)C1 (stereo unspecified)	-5	-3	-3	-5	4	0.1	-3	·

Single records (already shown). Order of values: esBAF inh, S100A4 inh HTS, RAD54 inh, RAD52 anneal inh, ERp5 inh, XiGFP reactiv, ERAP1 inh, E-sel inducer
COc1cccc(CN2CCNC(=O)C2CC(=O)N(C)C2CCCCC2)c1OC (stereo unspecified) is entered as 7, -3, -5, -17, 1, 0.3, 2, -1.4
Cc1nc2ccccn2c1C(=O)NCc1cccnc1 is entered as -4, 2, -1, -12, -3, ·, 0, ·

(further entries)
SMILES	esBAF inh	S100A4 inh HTS	RAD54 inh	RAD52 anneal inh	ERp5 inh	XiGFP reactiv	ERAP1 inh	E-sel inducer
Nc1ccc(CSc2ccc(Cl)cc2)cc1	·	2	·	-17	-8	0.3	1	·
FC(F)(F)c1cccc(-c2nc(-c3ccncc3)no2)c1	17	0	-2	-4	0	0.0	2	·
CCc1csc(N2[C@H](C#N)[C@H](c3ccc(-c4cccc(F)c4)cc3)[C@H]2CO)n1	1	-7	-1	-57	5	0.2	2	1.1
O=C(NCC[C@H]1CC[C@H](NS(=O)(=O)Cc2ccccc2)[C@H](CO)O1)C1CCCCC1	2	1	-12	-10	14	0.3	-6	-0.1
COc1ccc(OC)c(C(O)c2nc3ccccc3n2C)c1 (stereo unspecified)	-2	2	1	1	1	0.1	9	0.1
NNC(=O)CSc1nnnn1-c1ccccc1	2	14	-3	-16	-5	-0.1	-1	3.6
CN(C(=O)c1ccc(Cl)c([N+](=O)[O-])c1)C1(C)CCS(=O)(=O)C1 (stereo unspecified)	9	17	·	-5	8	0.2	2	·
O=S1(=O)CCC(n2ncc3c2/C(=C/c2ccccc2)CC3)C1 (stereo unspecified)	·	0	·	-8	2	0.3	4	3.7
CC(CCc1ccccc1)NC(=O)CCCn1ncn2c(cc3occc32)c1=O (stereo unspecified)	10	-5	-4	-17	4	0.3	-6	·

By substructure: those above with a COOH group (3)
SMILES	esBAF inh	S100A4 inh HTS	RAD54 inh	RAD52 anneal inh	ERp5 inh	XiGFP reactiv	ERAP1 inh	E-sel inducer
Cc1ccc(Cn2c(SCC(=O)N/N=C/c3ccccc3OCC(=O)O)nc3ccccc32)cc1	-7	-5	8	-11	3	0.0	2	·
NCCCCC(=O)O	9	9	-4	-6	-2	-0.1	1	-2.2
O=C(O)c1cccc2c1C(=O)c1cccc3snc-2c13	-3	4	-7	-14	5	0.2	-19	0.4

Random draw from the library (roughly 2.5% active in at least one column).
